Insulin prom inh = TRM-6 insulin promoter activity inhibition; TRM-6 cells (human fetal islet line), insulin promoter-eGFP reporter, imaging; reporter expression induced with tamoxifen; inhibition, % at 2 µM; 130,000 tested, 0.9% active;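 active = inhibition above the mean plus 3 SD, with well images judged a real hit on visual review, cut at about 60% in these data, passing the limit was not always enough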
sdo1 growth = compounds rescuing growth of sdo1-depleted yeast, bone marrow failure model; z-score at 10 µM; 140,000 tested, 0.21% active; AID 817; S. cerevisiae sdo1-depleted JHY4D growth rescue, OD600 30 h; active compounds read high; pdr5 snq2 efflux-pump mutant strain;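 active = z-score above 3 at both the 24 hr and the 30 hr optical density reads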;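 note: z-score against mean and SD of all compound wells on the same plate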
sdo1 growth Rescue 24 h = second read-out of sdo1 growth, no call of its own (marks repeat the call); z-score; S. cerevisiae sdo1-depleted JHY4D growth rescue, OD600; measured here: growth rescue at 24 h;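 0 is the plate mean of compound wells and units are plate SD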
An asterisk follows results filed as active; . = no result given. Only part of the results is shown; rates above refer to the full screens.

Insulin prom inh | sdo1 growth | sdo1 growth Rescue 24 h | Compound
13.6 | 0.05 | -0.17 | CCc1nnc(NC(=O)C2CCN(S(=O)(=O)Cc3ccccc3)CC2)s1
-43.5 | -0.49 | -0.65 | COc1ccc(CCNC(=O)C(=O)NCc2ccc(C)cc2)cc1OC
. | 3.3 | 2.98 | COc1ccc(-c2csc(NC(=O)Cn3nc(C)cc3C)n2)cc1
78.6* | 0.34 | 0.05 | CCOC(=O)N1CCN(C(=O)CCSCCc2ccncc2)CC1
-62.8 | -2.36 | -1.94 | N#C/C(=C/c1ccc(N2CCOCC2)o1)c1ccc(Cl)cc1
25.0 | . | . | COc1ccc(CC(=O)Nc2ccc(C(C)=O)cc2)cc1
. | 0.77 | 1.24 | CCN(CC)S(=O)(=O)c1ccc(NC(=O)COc2c(OC)cccc2OC)cc1
-3.1 | -0.16 | 0.16 | O=C(c1ccc(N2C(=O)C3C4c5ccccc5C(c5ccccc54)C3C2=O)cc1)N1CCOCC1 (stereo not drawn)
-5.9 | . | . | C(=N\N1CCN(Cc2ccccc2)CC1)/c1ccc(-c2ccccc2)cc1
-4.8 | -1.45 | -0.73 | Cc1cc(C)n(C(=O)c2ccc(Cn3nc(C)c(Br)c3C)o2)n1
. | -1.12 | -0.58 | COC(=O)C1C(=O)CC(C)(O)C(C(=O)OC)C1/C=C/c1ccccc1 (stereo not drawn)
-15.0 | . | . | Cn1c(=O)[nH]c(=O)c2c1nc(SCCO)n2CC(O)COc1ccccc1 (stereo not drawn)
65.8 | -1.03 | 0.18 | CC1CC(C)CN(C(=O)c2ccc3c(=O)n(Cc4ccc5c(c4)OCO5)c(=S)[nH]c3c2)C1 (stereo not drawn)
-33.3 | 0.11 | 0.15 | N#CC1=C(C=Nc2ccccc2O)CCC1
-23.3 | 1.48 | 2.05 | O=C(CSc1ncn[nH]1)Nc1ccc2c(c1)CCC2
22.2 | . | . | O=C(O)Cc1ccc(NC(=O)Nc2ccc(Br)cc2)cc1
-20.6 | 2.2 | 1.87 | CO/N=C/NC(=O)c1c(OC)ccnc1Oc1ccccc1
-7.1 | . | . | Cc1cc(C)c2c(=O)[nH]c(SCc3ccccc3C)nc2n1
29.4 | -0.92 | -0.52 | Cn1c(=O)c2c(nc(OCC3COC(C)(C)O3)n2Cc2ccccc2F)n(C)c1=O (stereo not drawn)
. | -1.72 | -0.09 | Oc1ccc(/C=C/c2ccnc3ccccc23)cc1
. | 0.33 | 0.46 | CC(Sc1nc2ccccc2s1)C(=O)N1CCOCC1 (stereo not drawn)
. | -1.03 | -0.42 | CC(C)c1ccccc1NC(=O)c1cccnc1
-113.8 | -1.65 | -1.02 | Cc1cccc(OCCn2c(=O)sc3ccccc32)c1
-52.0 | -1.11 | -0.88 | O=S(=O)(c1ccc(F)cc1)c1nc(-c2ccco2)oc1Nc1ccccc1
7.7 | -1.2 | -1.32 | CCOc1ccccc1NC(=O)CSc1nnc(-c2ccccn2)n1Cc1ccco1
6.2 | -0.14 | -0.74 | Cc1ccccc1-n1c(C)nnc1SCC(=O)N1CC(=O)Nc2ccccc21
. | -0.98 | -0.74 | O=C(/C=C/c1ccc(Cl)cc1Cl)N1CCN(c2ccccc2[N+](=O)[O-])CC1
-32.4 | 0.53 | 0.19 | Cc1cc(C)n2nc(SCC(=O)Nc3c(C)n(C)n(-c4ccccc4)c3=O)nc2n1
. | 0.82 | 1.18 | O=C(O)C1CCN(C(=O)c2scc3c2OCCO3)CC1
-13.5 | 0.64 | 0.93 | CN(C)S(=O)(=O)c1cccc(C(=O)OCC(=O)Nc2sccc2C#N)c1
. | -0.45 | -1.16 | O=C1S/C(=C\C=C\c2ccco2)C(=O)N1c1ccccc1
33.3 | . | . | CC(Oc1ccc(C#N)cc1)C(=O)c1ccc(F)c(F)c1 (stereo not drawn)
0.0 | -0.34 | -1.97 | CCC(=O)Nc1cccc(NC(=O)CSc2nnc(C3CC3)n2C)c1
31.2 | -0.26 | 0.11 | Clc1ccc(Cn2ncc3c(NCc4cccnc4)ncnc32)cc1
. | -0.34 | -0.82 | NC(=O)C1CCN(C(=O)c2ccc(C(F)(F)F)cc2)CC1
32.1 | -0.89 | -0.95 | O=C(CCN1CCN(C/C=C/c2ccccc2)CC1)Nc1ccccc1
. | 0.02 | 0.11 | c1ccc(C(CN2CCOCC2)c2ccccc2)cc1
. | 0.68 | 0.63 | CN(CC(=O)NCCC1=CCCCC1)S(=O)(=O)c1ccc2c(c1)c(=O)n(C)c(=O)n2C
0.0 | -0.87 | 0.15 | CC1=CC2=NC(=O)/C(=C\c3ccc(-c4ccc(Cl)cc4)o3)C(=N)N2O1
. | 1.02 | 0.44 | CCCC(=O)Nc1ccc(C(=O)NCCc2ccc(F)cc2)cc1

Entries shown so far that have a thiophene ring, fused or not, in the order listed:
Insulin prom inh | sdo1 growth | sdo1 growth Rescue 24 h | Compound
. | 0.82 | 1.18 | O=C(O)C1CCN(C(=O)c2scc3c2OCCO3)CC1
-13.5 | 0.64 | 0.93 | CN(C)S(=O)(=O)c1cccc(C(=O)OCC(=O)Nc2sccc2C#N)c1

Compound profiles, from the list above. Order of screens: Insulin prom inh	sdo1 growth	sdo1 growth Rescue 24 h
O=C1S/C(=C\C=C\c2ccco2)C(=O)N1c1ccccc1 is entered as .	-0.45	-1.16
c1ccc(C(CN2CCOCC2)c2ccccc2)cc1 is entered as .	0.02	0.11
CC1=CC2=NC(=O)/C(=C\c3ccc(-c4ccc(Cl)cc4)o3)C(=N)N2O1 is entered as 0.0	-0.87	0.15

The list goes on:
Insulin prom inh | sdo1 growth | sdo1 growth Rescue 24 h | Compound
-91.4 | -0.57 | -1.02 | COc1ccc2nc(SCC(=O)Nc3ccc(S(=O)(=O)N4CCCC4)cc3)c(C#N)cc2c1
39.1 | -0.22 | -0.63 | COc1ccc(C2=NN3C(=O)c4c(ccc(OC)c4OC)C3C2)cc1 (stereo not drawn)
-21.4 | 0.77 | 0.86 | C/C(CC(=O)Nc1c(C)cc(C)cc1C)=N\NC(=O)OC(C)(C)C
33.3 | 0.21 | -0.09 | C/C(Cn1cnc([N+](=O)[O-])n1)=N\NC(=O)c1ccc(F)cc1
. | 0.65 | 1.24 | Cc1cnn(-c2cc(N/N=C/c3ccc(F)cc3)ncn2)c1
-15.4 | . | . | COc1ccccc1NC(=S)NC(=O)/C=C/c1cccs1
29.7 | 1.09 | 1.04 | Cc1nnc(SCC(=O)NNC(=O)c2ccccc2)n1-c1ccccc1
. | -0.4 | -0.44 | O=C1CC(=O)CC(c2ccco2)C1
. | -0.17 | -0.97 | Cc1ccc(NC(=O)CSc2ncc(S(=O)(=O)c3ccccc3)c(=O)[nH]2)cc1C
. | -0.32 | -0.58 | CCc1nc2ccccc2c(C(=O)OCC(=O)Nc2ccc(S(=O)(=O)N3CCOCC3)cc2)c1C
-5.4 | -0.04 | 0.04 | COc1cccc(/C=C(/C#N)c2ccc(F)cc2)c1OCc1cccc(C(=O)O)c1
-30.0 | -0.61 | 0.07 | Cc1ccc(OCC(=O)N/N=C/c2cc([N+](=O)[O-])ccc2N2CCCCC2)cc1
0.0 | -0.74 | -0.84 | CCOc1ccccc1Cn1c(=O)oc2ccc(C)cc21
. | -0.1 | -0.62 | COc1ccc(-c2nnc(SCC(=O)NC(C)c3ccccc3)o2)cc1 (stereo not drawn)
22.2 | -1.54 | -1.48 | COc1ccc(CCn2c(-c3ccco3)nc3ccccc3c2=O)cc1OC
42.9 | 1.17 | 0.16 | COc1ccc(CC(=O)N2CCN(C(=O)c3ccco3)CC2)cc1
. | 0.83 | 1.02 | O=C(Cc1ccc(-n2c(=O)[nH]c3ccsc3c2=O)cc1)NCc1cccnc1
-36.4 | 2.55 | 2.22 | Cc1nnc(SCC(=O)Nc2ccc3c(c2)OCCO3)n1CC1CCCO1 (stereo not drawn)
13.9 | -0.47 | -0.55 | CC1CN(S(=O)(=O)c2cccs2)CC(C)O1 (stereo not drawn)
35.5 | 0.48 | 0.13 | O=C(CNC(=O)c1ccccc1)N/N=C/c1cc(Br)ccc1O

A second format for part of the listing above:
molecule: COc1ccc(CCn2c(-c3ccco3)nc3ccccc3c2=O)cc1OC
  Insulin prom inh = 22.2
  sdo1 growth = -1.54
  sdo1 growth Rescue 24 h = -1.48

molecule: Cc1ccc(NC(=O)CSc2ncc(S(=O)(=O)c3ccccc3)c(=O)[nH]2)cc1C
  Insulin prom inh = .
  sdo1 growth = -0.17
  sdo1 growth Rescue 24 h = -0.97

Additional compounds follow.
Insulin prom inh | sdo1 growth | sdo1 growth Rescue 24 h | Compound
-78.6 | . | . | COCCCNC(=O)CCn1c(=O)c2ccccc2n(CC(=O)NCCC2=CCCCC2)c1=O
31.7 | -0.89 | -1.82 | CCOC(=O)N1CCc2c(sc3c2c(=O)n(Cc2ccccc2)c(=O)n3Cc2ccccc2F)C1
-107.1 | . | . | CCC(C(=O)Nc1sc(C(N)=O)c(C)c1C(=O)OC)c1ccccc1 (stereo not drawn)
21.2 | 1.2 | 0.94 | COC(=O)Cn1nc(-c2ccccc2)n(-c2ccccc2)c1=S
46.4 | 0.22 | -0.07 | O=S(=O)(Cc1ccccc1)c1cnc2ccccc2n1
-220.0 | -1.88 | 0.07 | Cc1ccc(Cn2nnnc2CN2CCC(NC(=O)c3ccc(Br)cc3)CC2)cc1
59.5 | 0.13 | 1.1 | CCOC(=O)c1cc(NC(=O)c2ccccc2)c(=O)oc1-c1ccccc1
-13.9 | 0.71 | 0.14 | O=C(CC1(O)C(=O)Nc2ccccc21)c1ccccc1O (stereo not drawn)
-44.0 | -0.16 | -0.1 | CC(Sc1ccccc1)C(=O)Nc1cccc(N(C)S(C)(=O)=O)c1 (stereo not drawn)
. | -0.23 | 0.2 | Cc1nc(Sc2nnnn2C)c2c3c(sc2n1)CCC3
-30.1 | 0.21 | -0.56 | CCOc1ccc(N2C(=O)CC(n3ccc(C)n3)C2=O)cc1 (stereo not drawn)
0.0 | -1.34 | -0.5 | Cc1cc(C)nc(N2CCC(C(=O)N3CCN(c4cc(Cl)ccc4C)CC3)CC2)n1
0.0 | -0.99 | -0.51 | COc1ccc(-c2nc(C#N)c(N3CCCCCC3)o2)cc1
. | 0.33 | 0.05 | O=C1c2ccccc2C(=O)N1CCCP(=O)(O)CCc1ccccc1
60.0 | . | . | Cc1ccc(/C=C2\SC(=S)N(CC(=O)Nc3cccnc3)C2=O)cc1
43.8 | -0.37 | -1 | O=[N+]([O-])c1ccc2nc(-c3ccccc3)[nH]c2c1
-78.8 | -0.01 | 0.39 | COc1ccccc1-n1c(CNC(=O)c2ccco2)nnc1SCC(=O)Nc1cc(C)ccc1C
45.5 | 1.21 | 2.37 | C[C@@H](C(=O)Nc1ccc2ccccc2c1)[C@@H]1C[C@@]1(C)[C@@H](NC(=O)c1ccccc1)c1ccccc1
-17.2 | -0.09 | 0.18 | S=C(c1cn(CCOc2cccc3ccccc23)c2ccccc12)N1CCCC1
0.0 | 0.26 | 0.63 | O=C(c1ccccc1)N1CCC(c2nc3c(nnn3Cc3ccccc3Cl)c(=O)[nH]2)CC1
0.0 | -3.08 | -2.02 | Cc1ccc(Cn2nnc3c(=O)n(Cc4cccc(C)c4)cnc32)cc1
. | 0.35 | 0.41 | O=C(Nc1ccnc(-c2cccnc2)n1)c1ccccc1Cl
61.5 | . | . | O=C(Nc1ccccc1)N1CCC(C(=O)N2CCN(S(=O)(=O)c3cccc(F)c3)CC2)CC1
0.0 | . | . | CCc1ccc(C(=O)NNC(=O)CCN2CCN(Cc3ccccc3)CC2)cc1
4.2 | -0.06 | -0.2 | O=C1CCCC2=C1C(c1ccncc1)Nc1ccccc1N2 (stereo not drawn)
-9.1 | -0.02 | 1.22 | CC(=O)OCc1c(F)c(F)c(-n2nc(C)cc2C)c(F)c1F
18.4 | 0.99 | 0.39 | CCCN(Cc1cc2ccc(C)cc2[nH]c1=O)C(=O)c1cccnc1
-38.1 | 0.54 | 0.3 | CCOC(=O)N1c2ccccc2C=CC1OCC (stereo not drawn)
7.1 | . | . | COc1ccc(OC)c2[nH]c(=O)c(CCNC(=O)C(=O)c3c[nH]c4ccccc34)cc12
. | -0.52 | -0.52 | O=c1c(Cl)cc(Cl)nn1-c1ccccc1
16.7 | . | . | Cc1cc(C)n2nc(SCc3nnc(-c4ccccc4Br)o3)nc2n1
. | 2.15 | 2.79 | COc1cc(NC(=O)Cc2ccccc2)cc(OC)c1
0.0 | -1.03 | -0.78 | CC(C)n1nc(C(=O)OCC(=O)c2c[nH]c3ccccc23)c2ccccc2c1=O
46.0 | 0 | -0.77 | O=C(COC(=O)c1cnccn1)NCCc1ccccc1
. | -0.73 | -1.45 | CC(C)Cn1c(CN2CCN(c3ccccc3F)CC2)nc2c1c(=O)[nH]c(=O)n2C
-7.1 | 0.19 | 1.17 | O=C1C2C(C(=O)N1/N=C/c1cccc([N+](=O)[O-])c1)C1C=CC2C12CC2 (stereo not drawn)
0.0 | -3.29 | -2.43 | Cc1ccc(C)c2c1[nH]c1ccc([N+](=O)[O-])cc12
-65.5 | -0.43 | -0.99 | O=c1[nH]cnc2scc(-c3cccs3)c12
-61.1 | . | . | O=C(Cc1ccccc1)NCc1nc2ccccc2[nH]1
15.6 | 0.39 | 0 | CN(C)S(=O)(=O)c1cccc(NC(=O)COC(=O)c2ccc([N+](=O)[O-])o2)c1
-120.0 | 1.43 | 1.05 | Cc1nc(NC2=NCN(C3CCCCC3C)CN2)nc2ccccc12 (stereo not drawn)
. | -0.45 | 0.57 | CCOc1ccc(C(=O)N/N=C(/C)C2C(=O)c3ccccc3C2=O)cc1
